# DUSP3 inh: VHR1 phosphatase inhibitors, primary screen, biochemical, colorimetric, HTS. recombinant VHR phosphatase, colorimetric substrate read-out. Dual specificity protein phosphatase 3 (Homo sapiens), P51452. 50,000 tested, 0.7% active. inhibition, % at 20 µM; in the data active = inhibition above about 60%; note: some results filed as inactive read as strong as hits
# Target sequence (P51452 whole entry, looked up): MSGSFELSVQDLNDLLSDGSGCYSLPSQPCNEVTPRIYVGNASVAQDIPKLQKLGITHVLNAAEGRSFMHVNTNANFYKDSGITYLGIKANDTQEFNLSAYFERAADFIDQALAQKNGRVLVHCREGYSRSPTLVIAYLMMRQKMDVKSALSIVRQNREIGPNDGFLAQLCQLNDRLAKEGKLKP
# Starred values were filed as active, the others as inactive. Some of the compounds tested. The share of hits here may be higher or lower than overall.
SMILES,DUSP3 inh
C/C(=N\Nc1nnc2c(n1)[nH]c1ccc(C)cc12)c1ccccn1,-19
COc1ccc(-c2cc(-c3ccccc3O)[nH]n2)cc1OC,-22
COc1cccc(OCC(=O)NNC(=O)c2ccccc2C)c1,-43
COc1ccc2c(c1)-c1c(ssc1=S)C(C)(C)N2C(=O)CSc1nnc(C)s1,7
CC(=O)NC(c1ccc(Cl)cc1)c1c(O)ccc2ccccc12 (centres undefined),3
COc1ccc(/C=C2\SC(=S)N(CCCC(=O)Nc3ncc(Cc4cccc([N+](=O)[O-])c4)s3)C2=O)cc1OC,3
CC(=O)Oc1ccc(-c2cccc(C(=O)NCc3ccccc3)c2)cc1,-26
CN(C)c1cc(N/N=C/c2cccc(O)c2)nc(N(C)C)n1,-66
CC(C)c1ccc(C(=O)Nc2cc(Cl)cc(Cl)c2)cc1,-22
C=CCOc1ccc(/C=C2\C(=O)NC(=O)N(C)C2=O)cc1Br,8
COc1ccc(OC)c(NC(=O)c2cc(Cl)c(OC)c(Cl)c2)c1,-14
Cc1ccccc1-n1c(C)cc(/C=N/NC(=O)CN2CCOCC2)c1C,-1
Cc1onc(-c2c(Cl)cccc2Cl)c1C(=O)NC1CCCC1,-22
CC1CN(CC(O)COc2ccccc2C(C)(C)C)CC(C)O1 (centres undefined),102
O=C(Nc1ccccc1)Nc1ccc(S(=O)(=O)N2CCc3ccccc32)cc1,4
O=C(CSc1nnnn1-c1ccccc1)Nc1ccccc1,0
COc1ccc(N(CC(=O)Nc2ccccc2Br)S(C)(=O)=O)cc1,-22
O=C(c1ccc2c(c1)OCO2)N1CCN(c2ccc(Cl)cc2)CC1,-31
CCc1ccc(N2C(=O)/C(=C/c3ccc(OCC(=O)O)c(OC)c3)C(=O)NC2=S)cc1,26
CC(C)(C)OC(=O)N1CC(O)CC1C(=O)NC1CCCCC1 (centres undefined),-15
O=C(N/C(=C/c1ccco1)C(=O)N1CCCCC1)c1ccc(Cl)cc1,93
CC(C)(C)c1cc(N2C(=O)C(=O)/C(=C(\O)c3ccccc3)C2c2ccccc2F)no1 (centres undefined),14
COc1ccc(Cn2nnc(-c3ccccc3)n2)cc1,-9
CCN1CCn2c3c(c4cc(C)ccc42)CCCC31 (centres undefined),-7
COC(=O)C(CCSC)NC(=O)c1cccs1 (centres undefined),-34
Clc1cccc(CNCCc2c[nH]c3ccccc23)c1,67
CC(C)C(=O)NS(=O)(=O)c1ccc(NS(C)(=O)=O)cc1,-12
COC(C)(C)CNS(=O)(=O)c1ccc(Cl)cc1,-31
Cc1onc(-c2ccccc2Cl)c1C(=O)NC12CC3CC(CC(C3)C1)C2,4
O=C(/C=C/c1ccccc1Cl)NCc1ccccn1,-21
Cc1ccc(S(=O)(=O)NC(c2ccccc2)c2ccc(Br)cc2)cc1[N+](=O)[O-] (centres undefined),-36
O=C1CC(c2ccc3c(c2)OCO3)c2ccc3ccccc3c2N1 (centres undefined),-20
COc1ccc(NC(=O)C(=O)/C=C(/O)c2ccccc2)cc1,-6
COc1ccc(Cc2noc(Cc3ccc(Cl)cc3)n2)cc1,-6
Cc1cnn(-c2cc(N/N=C/c3ccc(F)cc3)ncn2)c1,-41
Cc1ccc(S(=O)(=O)Nc2ccc(O)c(C)c2)cc1,14
CCOC(=O)c1c(NC(=O)c2ccc(OC)cc2)sc(C(=O)Nc2cc(C(F)(F)F)ccc2Cl)c1C,-6
CCN(CC)c1ccc(NC(=O)c2ccc(Cl)cc2Cl)cc1,-23
CC(C)(C)C(=O)Nc1ccc(C(=O)Nc2ccc(NC(=O)c3ccc(NC(=O)C(C)(C)C)cc3)c(Cl)c2)cc1,-21
O=C(CSCC(=O)Nc1ccccc1)NCc1ccco1,0
CC1=CC(C)(C)Nc2ccc(OC(=O)NC3CCCCC3)cc21,20
CCc1cccc(C)c1NC(=O)/C=C/c1cccc([N+](=O)[O-])c1,6
CCC1=NN2C(=N)/C(=C/c3cccs3)C(=O)N=C2S1,-9
Cc1cc(C)c(C#N)c(SCC(=O)c2ccc(O)c(O)c2)n1,1
Cc1ccc(C)c(NC(=O)c2cc3ccccc3oc2=O)c1,31

# The list goes on; the last seven above are carried over.
SMILES,DUSP3 inh
CC(C)(C)C(=O)Nc1ccc(C(=O)Nc2ccc(NC(=O)c3ccc(NC(=O)C(C)(C)C)cc3)c(Cl)c2)cc1,-21
O=C(CSCC(=O)Nc1ccccc1)NCc1ccco1,0
CC1=CC(C)(C)Nc2ccc(OC(=O)NC3CCCCC3)cc21,20
CCc1cccc(C)c1NC(=O)/C=C/c1cccc([N+](=O)[O-])c1,6
CCC1=NN2C(=N)/C(=C/c3cccs3)C(=O)N=C2S1,-9
Cc1cc(C)c(C#N)c(SCC(=O)c2ccc(O)c(O)c2)n1,1
Cc1ccc(C)c(NC(=O)c2cc3ccccc3oc2=O)c1,31
CC(=O)Nc1cccc(NC(=O)c2cccc(I)c2)c1,-8
COc1cc(NC(=O)c2ccc(Cl)cc2)c(Cl)cc1NC(=O)C(C)Oc1ccccc1 (centres undefined),-3
O=[N+]([O-])c1ccccc1OCCOc1ncnc2ccccc12,-16
C=CCc1cccc2cc(C(=O)NCc3ccco3)c(=O)oc12,-46
Cc1cc(C(=O)c2ccc(Br)cc2)ccc1S(=O)(=O)Nc1cccc([N+](=O)[O-])c1,-30
CC(=O)C1=C(O)C(=O)N(CCN(C)C)C1c1ccccc1Cl (centres undefined),-1
CCc1ccc(CN2CCN(C(=O)c3ccc(OC)cc3)CC2)cc1,3
COc1cc(CNCCc2ccc(Cl)cc2)cc(OC)c1OC,-3
COc1ccc(C(=O)Nc2ccc(NC(=O)c3ccc(Br)cc3)cc2)cc1[N+](=O)[O-],-7
CCOC(=O)C1=C(C)N=c2s/c(=C\c3ccco3)c(=O)n2C1c1ccccc1 (centres undefined),0
O=C(Nc1cccc(-c2nc3ccccc3s2)c1)c1ccc(F)c(F)c1,-8
CCOc1ccc(CNc2cc([N+](=O)[O-])ccc2OC)cc1,-8
C=CCN1C(=O)/C(=C\c2cn(C)c3ccccc23)C(=O)NC1=S,8
CC(=O)NC(=O)c1ccccc1OCC(=O)c1ccc(Br)cc1,8
Nc1nc(-c2ccc(F)c(F)c2)cs1,10
O=[N+]([O-])c1ccccc1C=NN1CCN(Cc2ccccc2Cl)CC1,-8
O=C(CSc1n[nH]c(-c2ccccc2)n1)c1ccc(Br)cc1,-17
COC(=O)C1=CNC=C(C(=O)OC)C1c1cccc(OC)c1,-14
Cn1cc(/C=C/c2nc3ccccc3c(=O)n2Cc2ccccc2)c2ccccc21,18
CCCOc1cccc(C(=O)Nc2ccc(NC(=O)c3ccco3)c(OC)c2)c1,-2
COc1cc(C=C2C(=O)NC(=O)NC2=O)ccc1OCCSc1ccc(C)cc1,-18
CCOc1ccc(S(=O)(=O)Nc2c(C)n(C)n(-c3ccccc3)c2=O)cc1,-16
O=Cc1ccc(OCc2ccc(F)cc2)cc1,-9
CC(C)(C)c1cc(CCC(=O)NN2C(=O)CSC2=S)cc(C(C)(C)C)c1O,8
CS(=O)(=O)N1CCN(c2ccc([N+](=O)[O-])cc2Cl)CC1,-26
O=C(CN(c1ccc(F)cc1)S(=O)(=O)c1ccccc1)NCCSc1ccccc1,-18
O=C(NC(C(=O)c1ccccc1)N1CCOCC1)c1ccccc1 (centres undefined),2
COC(=O)c1ccccc1NC(=S)NC(=O)c1ccco1,-26
CCN1C(=O)C(C23CC4CC(CC(C4)C2)C3)NC1=S (centres undefined),7
COc1ccc(Oc2ccc(-n3c(C)cc(C=O)c3C)cc2)cc1,-13
CC(Oc1ccccc1)C(=O)Nc1ccc(I)cc1 (centres undefined),-13
COc1ccccc1N1CCN(C(=O)c2cnn3c2NC(c2ccc(Br)cc2)CC3C(F)(F)F)CC1 (centres undefined),-14
O=C(/C=C/c1cc2c(cc1Br)OCO2)c1cccc([N+](=O)[O-])c1,-7
CC(=O)N1CCN(c2cc(N3CCCCC3)c(F)cc2[N+](=O)[O-])CC1,10
Nc1ccc(Cl)c(-c2nc3ccccc3s2)c1,0
Cc1cccc(OCc2nnc(N)s2)c1,-13
CCC(=O)N1CCN(c2nc3ccc([N+](=O)[O-])cc3s2)CC1,5
COC(=O)C1=C(C)NC2=C(C(=O)c3ccccc32)C1c1ccc(OCc2ccc(Cl)cc2Cl)cc1 (centres undefined),8
O=C(Nc1ccc2c(c1O)C(=O)c1ccccc1C2=O)c1ccccc1,-14
O=[N+]([O-])c1ccc(O)c(-c2cc(C(F)(F)F)nc(-c3ccccc3)n2)c1,-20
COc1ccc2c(c1OC)C(=O)OC2Nc1cccc([N+](=O)[O-])c1 (centres undefined),-13
C=CCn1c2ccccc2n2nc(C)c(C(=O)/C=C/c3ccccn3)c12,12
Cc1cc(C)c(S(=O)(=O)N2CCN(c3ccccc3)CC2)c(C)c1,-30
O=C(Nc1ccc(Cl)cc1)c1ccccc1F,-10
Cc1ccc(Cl)cc1N(Cc1ccc(C(N)=O)cc1)S(=O)(=O)c1ccccc1,-3
CCOc1cccc(/C=N\NC(=O)Cc2cccn2C)c1O,39
CC(=O)CC(=O)Nc1ccc(Cl)c([N+](=O)[O-])c1,-7
O/N=C\c1ccc(-c2ccc(Cl)c(Cl)c2)o1,4
Cc1ccc(N2NC(=O)/C(=C/c3ccccc3)C2=O)cc1C,24
COC(=O)c1sc(NC(=O)C2CCCC2)c(C(=O)OC)c1C,-15
O=C(NC(C(=O)N1CCCCC1)=C1CCCCC1)c1ccccc1,6
CC1CCN(C(=O)CN(c2cccc([N+](=O)[O-])c2)S(=O)(=O)c2ccccc2)CC1,-17
COc1ccc2nc(NC(=O)c3ccc(OC)c(Br)c3)sc2c1,12
CCCSc1nc2sc3c(c2c(=O)n1-c1ccc(C)cc1)CCN(Cc1ccccc1)C3,25
COC(=O)c1ccccc1-c1ccc(/C=C2\C(=O)NN(c3ccccc3)C2=O)o1,-24
CC1=NN(c2ccc(S(N)(=O)=O)cc2)C(=O)/C1=C\c1ccc(OCc2ccccc2)cc1,-17
O=C(O)c1ccc(S(=O)(=O)c2ccc3c4c(cccc24)C(=O)N(c2cccc(O)c2)C3=O)cc1,3
CCc1ccc(N2NC(=O)/C(=C/c3ccc(-c4ccc(S(N)(=O)=O)cc4)o3)C2=O)cc1,20
O=C1/C(=C/c2ccc([N+](=O)[O-])cc2)SC(=S)N1c1ccc(F)cc1,-15
COc1ccc(Br)cc1/C=C/C(=O)Nc1c(C)cccc1C,12

# More compounds
SMILES,DUSP3 inh
O=C1c2ccc(-c3nc4ccccc4c(=O)o3)cc2C(=O)N1c1c[nH]c(=O)[nH]c1=O,-11
COc1ccc(CN2CCN(Cc3ccc(SC)cc3)CC2)cc1,-9
Cc1nnc(C)n1/N=C/c1ccc(O)cc1,-6
CC(C)N1CCN(C(=O)c2ccc(-c3ccccc3)cc2)CC1,7
O=C(CCNc1ccc(Cl)c(Cl)c1)c1cccs1,-3
O=C(Cn1nnc(-c2ccccc2)n1)Nc1cccc([N+](=O)[O-])c1,-35
COc1cc(OC)cc(C(=O)N2CCN(C3CCCCCC3)CC2)c1,12
O=C(N/N=C/c1ccc(O)c(Br)c1)c1ccccc1,-12
Cc1n[nH]c(C)c1CCC(=O)N/N=C/c1ccc(O)cc1O,-3
COC(=O)c1sccc1NC(=O)c1ccc2c(c1)OCO2,-31
Cc1ccc(C)c(NC(=O)CSc2nc3ccccc3o2)c1,-6
O=C1CC(N2CCN(Cc3ccccc3)CC2)C(=O)N1c1ccc(Cl)c(Cl)c1 (centres undefined),-5
COc1ccc(-n2c(C)ccc2-c2ccccc2)cn1,-2
O=C(NCc1ccccn1)C(=O)Nc1ccc(Oc2ccccc2)cc1,-48
S=C(Nc1ccccc1)Nc1ccc(-c2ccc(NC(=S)Nc3ccccc3)cc2)cc1,-20
CCOP(=O)(OCC)c1nc2c(C)cccc2c(Nc2ccccc2C)c1Cl,-8
CCN1C(=O)/C(=C/c2cn(-c3ccccc3)nc2-c2cc3ccccc3n2C)SC1=S,9
Cc1cccc(/C(N)=N/OC(=O)c2ccc(Br)cc2)c1,-13
CCOc1ccc(/C=N/Nc2ccccn2)cc1,-14
CC(=O)c1ccc(Nc2cc(C)nc3ncnn23)cc1,-1
O=C(Nc1ccccc1)N1CNC(=N[N+](=O)[O-])NC1,-4
CC(=O)NC1=NC(=O)/C(=C\c2cccs2)S1,58
COc1ccc(/C=C/C(=O)c2ccc(Cl)cc2)cc1OC,2
COc1cc(/C=C2\SC(=S)N(Nc3ccccc3)C2=O)cc(OC)c1OC,1
COc1cc(C=C2C(=O)NC(=O)NC2=O)ccc1OCCO,21
O=Cc1ccc(OC(=O)c2sc3ccccc3c2Cl)cc1,20
O=C(COc1ccccc1[N+](=O)[O-])Nc1cccc(-c2nc3ncccc3o2)c1,8
CC(=O)C1C(c2ccccc2F)c2c(n[nH]c2C)CC1(C)O (centres undefined),0
O=c1oc2ccc([N+](=O)[O-])cc2cc1-c1nc2ccccc2o1,-14
Cc1cc(C)n(-c2nc(N(c3ccccc3)c3ccccc3)nc(-n3nc(C)cc3C)n2)n1,-6

# A different layout for part of the listing above:
C/C(=N\Nc1nnc2c(n1)[nH]c1ccc(C)cc12)c1ccccn1
  DUSP3 inh = -19

COc1ccc(-c2cc(-c3ccccc3O)[nH]n2)cc1OC
  DUSP3 inh = -22

COc1cccc(OCC(=O)NNC(=O)c2ccccc2C)c1
  DUSP3 inh = -43

COc1ccc2c(c1)-c1c(ssc1=S)C(C)(C)N2C(=O)CSc1nnc(C)s1
  DUSP3 inh = 7

# Returning to the listing, repeating the 3 entries before the break.
SMILES,DUSP3 inh
CC(=O)C1C(c2ccccc2F)c2c(n[nH]c2C)CC1(C)O (centres undefined),0
O=c1oc2ccc([N+](=O)[O-])cc2cc1-c1nc2ccccc2o1,-14
Cc1cc(C)n(-c2nc(N(c3ccccc3)c3ccccc3)nc(-n3nc(C)cc3C)n2)n1,-6
COC(=O)C1=C(C)NC(C)=C(C(=O)OC)C1c1ccc(Br)cc1,0
CC1=CC(C)(C)NC(=S)N1c1ccc2ccccc2c1,0
COc1ccc2oc(=O)c(-c3csc(/N=C/c4ccccc4O)n3)cc2c1,56
CCOC(=O)Nc1ccc2c(c1)N(C(=O)NC)c1ccccc1CC2,17

# Single entries from above.
# COc1ccc2oc(=O)c(-c3csc(/N=C/c4ccccc4O)n3)cc2c1 in DUSP3 inh has 56
# CC1=CC(C)(C)NC(=S)N1c1ccc2ccccc2c1 in DUSP3 inh has 0
# COC(=O)C1=C(C)NC(C)=C(C(=O)OC)C1c1ccc(Br)cc1 in DUSP3 inh has 0
# CCOC(=O)Nc1ccc2c(c1)N(C(=O)NC)c1ccccc1CC2 in DUSP3 inh has 17
